AID2073: disruptors of CaV2.2 binding to Mint1 – biochemical, HTRF (AID 2073); HTRF protein-protein interaction, Mint1-CaV2.2; higher % means a stronger effect; one-dose inhibition, % at 20 µM; IC50 in µM for titrated hits; 290,000 compounds, 0.19% hits; in the data active means inhibition mostly above about 51%, no sharp cut-off; inconclusive means no clear call, values can overlap the other calls; inactive means mostly below about 53%; further: some results filed as inactive read as strong as hits
KOR beta-arrestin-1: kappa opioid receptor blockers – cell-based, luminescence, uHTS (AID 1778). KOR beta-arrestin recruitment, luminescence, antagonist mode; higher % means a stronger effect. inhibition, % at 10 µM; hits with a dose series show IC50 in µM. 290,000 compounds, 0.091% hits; further: strong numbers were not always called active
NOD1 inhibition: inhibition of NOD1-driven NF-kB reporter – cell-based, luminescence, uHTS, primary screen (AID 1578). NOD1-driven NF-kB luciferase reporter cells, luminescence; higher % means a stronger effect. inhibition, % at 4 µM, or EC50 in µM where a hit was titrated. 290,000 compounds, 1% hits; in the data active means inhibition mostly above about 36%, no sharp cut-off; inactive means mostly below about 34%;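 further: HEK-293T reporter cells stimulated with the NOD1 agonist gamma-tri-DAP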
KOR beta-arrestin-2: kappa opioid receptor activators – cell-based, luminescence, uHTS, primary screen (AID 1777). KOR beta-arrestin recruitment, luminescence; higher % means a stronger effect. 280,000 compounds, 0.02% hits. activation, % at 10 µM, or EC50 in µM where a hit was titrated; in the data active means activation above about 50%, passing the limit was not always enough; further: a part of the inactive calls stands beside numbers as strong as those of hits
NOD2 inhibition: inhibition of NOD2-driven NF-kB reporter – cell-based, luminescence, uHTS, HEK293 (AID 1566); HEK293 NOD2/NF-kB luciferase reporter, luminescence; higher % means a stronger effect; inhibition, % at 4 µM, or EC50 in µM where a hit was titrated; 290,000 compounds, 0.63% hits; further: many of its hits are not listed in these tables
West Nile virus CPE: inhibition of WNV-induced cytopathic effect – cell-based, CPE readout (AID 1621); West Nile virus-infected cells, CPE inhibition; higher % means a stronger effect; CPE inhibition, % at 10 µM, or IC50 in µM where a hit was titrated; 290,000 compounds, 0.02% hits; in the data active means a potency from the dose series; inconclusive means CPE inhibition mostly from about 3.7% at the one dose, without a potency; inactive means the rest, 99 in 100 with CPE inhibition below about 2.2%; further: strong numbers were not always called active
HIV fusion peptide: cell-free HIV fusion peptide-binding blockers – biochemical, uHTS, fluorescence dequenching, primary screen (AID 1986). cell-free peptide binding, fluorescence dequenching, 30 min; higher % means a stronger effect. one-dose inhibition, % at 20 µM; IC50 in µM for titrated hits. 290,000 compounds, 0.3% hits; in the data active means inhibition mostly above about 52%, no sharp cut-off; inactive means mostly below about 76%; further: some results filed as inactive read as strong as hits
Dengue-2 NS5 capping: Dengue-2 NS5 methyltransferase inhibitors, primary screen, biochemical, confirmation dose response (AID 588689); Dengue-2 NS5 methyltransferase capping enzyme assay, biochemical; higher % means a stronger effect; inhibition, % at 25 µM; hits with a dose series show IC50 in µM; 340,000 compounds, 0.3% hits; in the data active means a potency from the dose series; inconclusive means inhibition above about 29% without an active follow-up result
Yfh1-depleted yeast: mitochondrial function rescue without frataxin homolog – Friedreich's ataxia, plus single-dose screen, dose response (AID 1465). 220,000 compounds, 0.074% hits. fold induction at 50 µM; hits with a dose series show EC50 in µM. S. cerevisiae Yfh1-off respiration, WST-1 reduction, 72 h; higher fold induction means a stronger effect;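 active means fold induction of absorbance versus untreated yeast above a set limit, then at least 30% activation at any dose in follow-up; inconclusive means repeats straddling the limit, or above it without dose testing; inactive means fold induction below the set limit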;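 further: activators that raise dye reduction in frataxin-depleted yeast; strong numbers were not always called active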
Dengue-2 NS5 capping pilot replicate: second read-out of Dengue-2 NS5 capping, no call of its own (marks repeat the call); inhibition, %; measured here: pilot screen replicate inhibition
Active calls of the source: *; i = inactive; ? = inconclusive; . = no result given; [ ] = another dose, or the depositor's remark. Unless noted, no stated cut-off is given here; in the data, active means inhibition above about 50%; inactive means the rest.

The first 2 compounds (preview)
SMILES	AID2073	KOR beta-arrestin-1	NOD1 inhibition	KOR beta-arrestin-2	NOD2 inhibition	West Nile virus CPE	HIV fusion peptide	Dengue-2 NS5 capping	Yfh1-depleted yeast	others
COc1cccc(CNCC(O)(c2ccc(Cl)cc2)c2ccc(Cl)cc2)c1	-5%	29%	.	-1.7%	13%	1.7%	-3.9%	8%	i	Dengue-2 NS5 capping pilot replicate=0.3
O=C(O)CN1C(=O)/C(=C/c2ccccc2Cl)Oc2ccccc21	36%	-3%	-18%	-1.5%	-2%	-0.6%	7.3%	3%	.

All compounds of this part, from the start:
SMILES	AID2073	KOR beta-arrestin-1	NOD1 inhibition	KOR beta-arrestin-2	NOD2 inhibition	West Nile virus CPE	HIV fusion peptide	Dengue-2 NS5 capping	Yfh1-depleted yeast	others
COc1cccc(CNCC(O)(c2ccc(Cl)cc2)c2ccc(Cl)cc2)c1	-5%	29%	.	-1.7%	13%	1.7%	-3.9%	8%	i	Dengue-2 NS5 capping pilot replicate=0.3
O=C(O)CN1C(=O)/C(=C/c2ccccc2Cl)Oc2ccccc21	36%	-3%	-18%	-1.5%	-2%	-0.6%	7.3%	3%	.
O=C1c2ccccc2C(=O)c2c1ccc1c(=O)n(-c3ccccc3)[nH]c21	-16%	11%	9%	-1.6%	19%	-1.2%	-1.8%	-4%	i
CNC(=O)COC(=O)CNC(=O)c1cc(Cl)cc([N+](=O)[O-])c1	5%	-8%	-31%	2.2%	-5%	-0.3%	2.0%	-4%	i
CN(C)CCN1C(=O)C(=O)/C(=C(/O)c2ccc(S(=O)(=O)N3CCOCC3)cc2)C1c1ccc(F)cc1 (configuration not stated)	2%	-10%	-29%	1.6%	-2%	-0.3%	-1.3%	-2%	.
OCC1(CCCc2ccccc2)CCN(Cc2cnc(N3CCOCC3)s2)CC1	18%	-24%	-1%	-2.3%	13%	-0.6%	0.5%	-4%	i
O=C(CSc1nc2ccccc2nc1N1CCCC1)Nc1ccc(F)cc1	10%	-19%[20 µM]	-24%	0.8%	-9%	-0.7%	-0.3%	-3%	.
O=C(/C=C/c1ccccc1)c1ccc(NC2=NCCCS2)cc1	-3%	-78%	-59%	1.9%	-56%	?	-2.5%	-21%	i
COc1ccc(NC(=O)Cn2cnc3c(oc4nc5c(cc43)COC(C)(C)C5)c2=O)cc1	2%	27%	0%	-0.8%	28%	0.0%	0.4%	-4%	i
CC(C)c1ccc(NC(=O)C2CCCN(S(=O)(=O)c3cnc[nH]3)C2)cc1 (configuration not stated)	2%	34%	2%	-6.3%	-4%	-0.2%	-2.6%	-3%	i
COc1ccc(CNS(=O)(=O)c2ccc3c(c2)NC(=O)C(C)S3)cc1 (configuration not stated)	9%	-25%	25%	4.9%	31%	0.1%	-1.8%	-8%	.
CN(CCNC(=O)C1CC(=O)N(c2ccc(F)c(Cl)c2)C1)Cc1ccccc1 (configuration not stated)	5%	10%	-25%	-5.5%	18%	0.1%	0.4%	-3%	i
COCc1cc(C)nc(OCC(=O)N/N=C/c2ccc(C)o2)c1C#N	-1%	2%	-22%	-4.3%	8%	0.1%	0.4%	.	i
NC(=O)CC(NC(=O)c1ccc(Br)cc1)c1ccc(NC2CCCCCCC2)c([N+](=O)[O-])c1 (configuration not stated)	21%	-13%[20 µM]	-16%	-5.8%	-10%	-1.0%	4.4%	-2%	.
C/C(=N\NC(N)=O)C1CC(CC(C)C)C(=O)O1 (configuration not stated)	-9%	-12%	-29%	-0.4%	7%	0.2%	0.5%	-1%	i
CC(=O)c1cccc(NC(=S)NC(=O)c2cccc(Cl)c2)c1	-1%	38%	-35%	5.5%	-49%	-0.8%	2.2%	-4%	i
Cc1cccnc1NC(=O)C1CCC1	0%	-8%[20 µM]	-27%	4.2%	3%	-0.2%	0.1%	-10%	.
CCCCCCC1CC(/C(C)=N\NC(N)=O)OC1=O (configuration not stated)	4%	-7%	-1%	-3.3%	21%	-0.4%	-0.1%	-7%	i
CC(=O)OCCOCn1cnn2c(=O)c(Br)c(C)nc12	9%	17%	-4%	-2.1%	4%	0.5%	1.4%	1%	i
Cc1ccc(CNC(=O)CN(c2ccc(C)cc2)S(=O)(=O)c2c(C)n[nH]c2C)cc1	10%	-32%	33%	1.7%	8%	0.1%	0.2%	-6%	.
O=C(NCCc1ccccc1)C1CCN(S(=O)(=O)N2CCCC2)CC1	4%	-40%	20%	2.6%	-6%	-0.1%	-1.1%	-3%	i
CC(C)(C)c1ccc(NC(=O)c2ccsc2)cc1	8%	-12%	-7%	-0.4%	-205%	0.8%	1.7%	.	i
CC(NS(=O)(=O)c1ccc(Br)cc1)C(=O)NCCc1ccccc1 (configuration not stated)	-4%	-18%	20%	3.6%	17%	-0.6%	3.4%	-10%	i
O=C(Nc1ccc2c(c1)OCO2)C1CCCN1C(=O)NCc1ccccc1 (configuration not stated)	-1%	7%	1%	-3.3%	4%	-0.7%	0.4%	-5%	i
Cc1nnc(NC(=O)CSc2nnc(Cc3cccn3C)n2-c2ccccc2)s1	4%	-2%	-4%	-3.7%	14%	0.0%	3.4%	3%	i
CS(=O)(=O)c1ccc(C(=O)NC2CCOC2=O)cc1 (configuration not stated)	4%	7%	-26%	3.8%	18%	-0.3%	3.4%	-11%	i	Dengue-2 NS5 capping pilot replicate=-6.2
Cc1oc(-c2ccc(Cl)cc2)nc1CS(=O)CC(=O)NCc1ccc2c(c1)OCO2 (configuration not stated)	1%	-4%[20 µM]	15%	6.7%	-9%	0.1%	-0.1%	1%	.
CC(=O)c1ccc(C(=O)Nc2ccc(N3CCOCC3)cc2)cc1	6%	-17%	-5%	4.8%	6%	0.4%	42%	3%	i
O=C(CC1C(=O)NCCN1Cc1ccc(-c2ccccc2)cc1)NCCCn1ccnc1 (configuration not stated)	-1%	19%	-4%	-0.1%	6%	-0.2%	-1.3%	2%	i
O=C(c1ccccn1)C1CCCN(Cc2cn[nH]c2-c2cc3ccccc3o2)C1 (configuration not stated)	-1%	-6%	-18%	5.6%	-32%	-0.5%	-0.8%	-7%	i
O=C(c1cnc(Cl)c(Cl)c1)N1CCC(Cc2ccccc2)CC1	-9%	7%	-36%	0.3%	8%	-0.5%	-0.2%	-1%	i
CC1(C(=O)N/N=C/c2ccccc2)CC1(Cl)Cl (configuration not stated)	12%	-45%[20 µM]	19%	6.6%	-20%	-0.7%	-3.3%	-2%	.
NC(=O)C1(N2CCCCC2)CCN(Cc2nc3ccccc3c(=O)[nH]2)CC1	13%	16%	-18%	-0.1%	13%	0.5%	-1.2%	3%	i
CC(Oc1ncnc2ccccc12)C(=O)Nc1cccc(S(=O)(=O)N2CCOCC2)c1 (configuration not stated)	-6%	-29%	-6%	5.7%	-1%	1.4%	-1.2%	-6%	i
CCOc1cccc(C2c3c(oc4cc(C)c(C)cc4c3=O)C(=O)N2CCCN(C)C)c1 (configuration not stated)	10%	-14%	6%	4.8%	10%	0.8%	-0.2%	.	i
COc1ccccc1-c1nnc(NC(=O)c2ccc(S(=O)(=O)N3CCCC3)cc2)o1	12%	34%	8%	-6.7%	11%	-0.8%	3.4%	-6%	.
O=C1CC(C2CCCO2)C(=O)N1c1ccc(Cl)c(Cl)c1 (configuration not stated)	2%	-16%[20 µM]	-7%	.	9%	-0.1%	1.6%	-6%	i
Cc1cc(C)cc(N(CC(=O)NC2CCCC2)C(=O)CCC(=O)Nc2cc(C)ccn2)c1	4%	6%	-40%	-2.4%	-10%	-0.9%	5.8%	-11%	.
COc1ccc(-c2noc(CCC(=O)NC3CCCCC3)n2)cc1	-1%	-22%	-12%	-1.8%	1%	0.9%	3.1%	-2%	.
COc1ccc(Cl)cc1N/C(N)=N/c1nc(CSc2ccc(C)cc2)cc(=O)[nH]1	6%	-7%	-6%	-0.1%	-2%	3.3%	-0.3%	1%	i
CN(C)S(=O)(=O)c1ccc(N2CCCC2)c(C(=O)Nc2nc(-c3cc(F)ccc3F)cs2)c1	20%	-21%	-36%	0.2%	-23%	-0.3%	-1.9%	-1%	i
COc1ccc2[nH]c(=O)c(CN(CC3CCCO3)S(=O)(=O)c3ccccc3)cc2c1 (configuration not stated)	8%	-13%	-29%	4.9%	-2%	-0.6%	0.7%	-1%	i
O=C(/C=C/Nc1ccccc1F)c1cccs1	-3%	19%	-28%	-2.1%	-135%	-0.5%	1.2%	-1%	i
CC(C)N1CCN(Cc2nc3c(s2)CCCC3)CC1CCO (configuration not stated)	8%	-13%[20 µM]	-25%	-11%	10%	-0.6%	-0.6%	5%	i
CCCc1cc(=O)oc2cc(OCC(=O)NCc3ccccn3)ccc12	9%	20%	14%	-3.0%	9%	0.0%	-2.8%	-3%	.
Cc1ccc2nc(-c3ccc(NC(=O)COCC(=O)O)cc3)sc2c1	15%	12%	1%	0.3%	-29%	0.7%	7.0%	3%	i
CCOC(=O)c1ccc(S(=O)(=O)NNC(=O)c2cccc(N(C)C)c2)cc1	-4%	0%	-32%	-4.5%	10%	0.2%	-3.1%	-5%	i
Cc1ccc2nc3c(c(C(=O)OC4CCOC4=O)c2c1)CCCC3 (configuration not stated)	-4%	-39%	2%	0.6%	10%	1.6%	-0.7%	-6%	i
Cc1cc(C)cc(C(=O)NCC(=O)OCC(=O)NCc2ccco2)c1	29%	5%	4%	-0.6%	8%	-0.1%	0.7%	-6%	i
CCOC(=O)Cc1c(C)nc2c(-c3ccc(Cl)cc3)cnn2c1C	9%	-27%[20 µM]	-25%	-4.1%	19%	-0.5%	0.8%	1%	i
Cc1cn(C(=O)C(C)N2C(=O)c3ccccc3C2=O)c(C)n1 (configuration not stated)	-5%	-1%	7%	-7.4%	12%	0.2%	-1.3%	-4%	i
COc1ccc2c(c1)c1ncn(Cc3ccccn3)c(=O)c1n2C	29%	9%	3%	1.0%	29%	0.0%	2.5%	-5%	i
COCCOC(=O)c1c(C)oc2ccc(NS(=O)(=O)c3cccs3)cc12	20%	-4%[20 µM]	-23%	.	22%	-0.8%	-1.1%	-1%	i
CC(=O)Nc1ccc(NC2=CC(=O)CC(C)(C)C2)cc1	-14%	15%	-5%	0.3%	-1%	-0.1%	1.6%	-5%	i
O=C(c1ccc(Cl)cc1Cl)N1CCN(c2ccccn2)CC1	8%	-28%	-15%	5.2%	-4%	-0.3%	-0.5%	.	.
COc1ccc(CCNC(=O)CSc2ccccc2)cc1OC	-1%	19%	-11%	-4.8%	-2%	0.1%	0.9%	-2%	i
CC(C)Cn1c(-c2ccco2)n[nH]c1=S	8%	-14%	-16%	-3.6%	-5%	-0.5%	-1.1%	-6%	i
CC(C)CNC(=S)NC(=O)c1ccc(Cl)cc1	-3%	7%	-72%	9.9%	-48%	-0.9%	0.5%	-2%	i

Not all compounds are listed; count on the stated rates, not on these rows.
